# Source: PubChem
# KKLEB tox: cytotoxicity in KKLEB CF airway cells, primary screen, cytotoxicity control for CF NF-kB inhibitor project, cell-based, uHTS, fluorescence assay plates. activity change (cytotoxicity), % at 5 µM. hit rate 0.36% among 360,000. KKLEB CF airway cells viability, ATPlite luminescence, overnight; hits give low values; cells stimulated with P. aeruginosa culture filtrate;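 active = corrected activity change at or below -50% at 5 µM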
# NR2E3 ag-1: NR2E3 agonists in two-hybrid cells, primary screen, cell-based, luminescence, CHO-S, Gal4-NCOR/VP16-NR2E3. inhibition of corepressor binding, % at 3.98 µM. AID 602229, 2012. Photoreceptor-specific nuclear receptor (Homo sapiens), Q9Y5X4. hit rate 0.35% among 360,000. luciferase;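 active = inhibition above the mean of all tested compounds plus 3 SD, cut at about 70% in these data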;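 also: 0% = DMSO with NR2E3 transfected cells and 100% = cells lacking NR2E3 construct; higher means lower luciferase signal from less NR2E3 corepressor binding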
# Target sequence (Q9Y5X4 whole entry, looked up, the tested form may be a part): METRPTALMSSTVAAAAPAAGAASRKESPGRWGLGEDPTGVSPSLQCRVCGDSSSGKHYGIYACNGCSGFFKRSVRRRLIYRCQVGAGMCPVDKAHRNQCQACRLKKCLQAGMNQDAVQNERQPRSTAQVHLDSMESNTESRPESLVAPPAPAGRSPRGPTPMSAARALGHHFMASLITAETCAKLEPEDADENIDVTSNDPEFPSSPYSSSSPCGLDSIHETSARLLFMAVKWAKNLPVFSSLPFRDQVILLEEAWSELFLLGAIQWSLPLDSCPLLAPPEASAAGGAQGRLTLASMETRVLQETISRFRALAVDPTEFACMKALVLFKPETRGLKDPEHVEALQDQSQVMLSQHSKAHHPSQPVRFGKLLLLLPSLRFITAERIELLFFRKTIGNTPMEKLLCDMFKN
# HIF-2a block: HIF-2a reporter inhibitors, primary screen, luminescence, 786-0 RCC cells. 786-0 RCC cells HIF-2a reporter, luciferase luminescence, overnight. inhibition, % at 18.8 µM. hit rate 0.72% among 360,000;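 active = inhibition of the luminescence signal of 40% or more relative to plate controls, in a single-dose primary screen at 18.75 µM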
# Shn3 inh set2: reduction of Shn3 3'UTR firefly luciferase signal, primary screen, Schnurri-3 inhibitor project, cell-based, Clone20 osteoblasts, set 2; Clone20 osteoblast Shn3 3'UTR firefly luciferase, 24 h; inhibition, % at 12.5 µM; hit rate 0.52% among 360,000;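 active = mean inhibition of at least 75% with every replicate also reaching 75%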;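 also: 0% = median of neutral control wells and 100% = pilot-screen positive control compound; some compounds past the cut are filed as inactive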
# Peg3 promoter: Peg3 promoter-driven luciferase inhibitors, primary screen, cell-based, HeLa, luciferase luminescence. HeLa PEG-Prom luciferase reporter, overnight. inhibition, % at 20 µM. hit rate 1.7% among 360,000;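 active = inhibition of at least 50% at 20 µM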
# LMP1 NFkB inh: EBV LMP1-driven NF-kappaB luciferase reporter inhibitors, primary screen, cell-based, luminescence, single point; AID 504558, 2011; hit rate 0.69% among 350,000; LMP1-induced NF-kappaB luciferase reporter cells; inhibition, % at 12.5 µM; in the data active = inhibition above about 41%;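 also: 0% = neutral control wells and 100% = reference inhibitor control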
# CF NFkB block: inhibitors of PAF-induced NF-kB signaling, primary screen, cell-based, GFP fluorescence, uHTS. KKLEB NF-kB-GFP reporter, GFP fluorescence overnight. inhibition, % at 5 µM. hit rate 0.86% among 360,000;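 active = at least 50% inhibition at 5 µM, scaled per plate between neutral and stimulator controls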;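 also: PAF is a Pseudomonas aeruginosa culture filtrate used as stimulus; plate controls were PAF-stimulated DMSO wells for no effect and unstimulated DMSO wells for full effect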
# TRPM1 prom inh: inhibitors of MITF-dependent TRPM1 promoter reporter, primary screen, cell-based, SK-MEL-5, single point, luciferase | SK-MEL-5 TRPM1 promoter luciferase, 24 h | hit rate 0.83% among 330,000 | inhibition, % at 12.5 µM;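 active = mean inhibition across replicates of 60% or more, whatever share of single replicates reaches that level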; also: values of inactives mirror those of a sister screen read the other way
# NR2E3 ag-2: inhibitors of NR2E3-RetCOR corepressor binding, primary screen, NR2E3 agonist project, biochemical, TR-FRET, GST-NR2E3, biotin-RetCOR; inhibition of corepressor binding, % at 4.78 µM; AID 2300, 2010; Photoreceptor-specific nuclear receptor (Homo sapiens), Q9Y5X4; hit rate 0.12% among 320,000; 1536-well;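 active = percent inhibition above the cutoff of mean plus 3 SD of all tested compounds, set per screening campaign, cut at about 20% in these data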;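 also: 0% = DMSO wells and 100% = biotin wells as full block of FRET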
#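 System: GST-tagged NR2E3 plus biotinylated RetCOR corepressor; Amount: 1.35 nM GST-tagged NR2E3 final; Dosing: single nominal compound dose of 4.8 µM; Schedule: 5 h incubation at 4 °C; Technique: TR-FRET with europium anti-GST and streptavidin-D2, 340 nm excitation; Controls: biotin wells as high control, 0.6% DMSO wells as low control.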
# hiPSC survival: enhancers of single-cell hiPSC survival, primary screen, ATPlite luminescence; 100% = ROCK inhibitor wells, 0% = DMSO; survival enhancement, % at 20 µM; hit rate 0.044% among 360,000; in the data active = survival enhancement above about 18%;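 also: cells exposed to compounds for 16 hours before the ATP read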
# TRAIL sens C8: viability loss with TRAIL in NB7+C8 cells, primary screen, TRAIL sensitizer project, cell-based, ATPlite luminescence; inhibition (viability loss, TRAIL sensitization), % at 10 µM; hit rate 1% among 360,000; AID 624354, 2012;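 active = compounds causing at least 50% loss of cell viability in the single-dose screen, relative to plate controls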
# Numbers without * were called inactive; . = no result given. These rows are one share of the data, so the mix of outcomes need not match the whole.
# Results follow in this order: NR2E3 ag-1	hiPSC survival	NR2E3 ag-2	HIF-2a block	Peg3 promoter	TRPM1 prom inh	Shn3 inh set2	KKLEB tox	TRAIL sens C8	CF NFkB block	LMP1 NFkB inh
- Cc1nc(N)ncc1C(=O)Nc1ccccc1
  -14	0.6	4	13	22	-16	2	17	-12	-21	5
- CC(=O)c1cnc2c(-c3cccc(Br)c3)cnn2c1C
  -61	-1.6	1	-272	-246	-91	-69	-1	-2	-8	-16
- CCCCn1c(N)c(N(CC(C)C)C(=O)c2cc(S(=O)(=O)N3CCCCC3)ccc2C)c(=O)[nH]c1=O
  -7	-0.4	-1	-4	-6	-3	2	-11	15	15	9
- O=C(CNC(=S)N(CCCN1CCOCC1)Cc1cccs1)NC1CCCCCCC1
  -11	0.5	3	15	17	7	-7	-8	-3	14	0
- CC1CCC2(CC1)NC(=O)N(CC(=O)Nc1ccc3c(c1)OCCO3)C2=O (stereo not given)
  -50	2.8	5	-122	-94	-15	-43	3	2	-6	-9
- O=C(O)CCC(=O)N1CCN(S(=O)(=O)c2ccc3ccccc3c2)CC1
  -14	2.0	1	7	13	-5	-4	3	1	-3	-6
- COc1ccc(C(c2nnnn2C2CCCC2)N2CCC(C)CC2)cc1 (stereo not given)
  -15	-0.5	2	-49	-11	-14	-10	-19	-2	16	-3
- COc1ccccc1C(=O)NC(CCSC)C(=O)N1CCC(Cc2ccccc2)CC1 (stereo not given)
  3	0.1	1	14	15	21	17	4	10	11	2
- CCC(C)NC(=O)C1CCC(CNS(=O)(=O)c2ccccc2)CC1 (stereo not given)
  -6	-0.4	1	5	-1	2	8	-2	-4	-12	6
- Cc1ccc(-c2nnc(Cc3ccc(Cl)cc3)o2)cc1
  -65	0.9	2	-314	-248	-41	-48	-12	-5	18	-28
- CC(NCC(=O)Nc1ccccc1C(=O)NC1CC1)c1ccccc1Cl (stereo not given)
  -13	-0.2	0	3	6	-2	-6	-23	1	16	-3
- Cc1ccc(N2CCN(S(=O)(=O)N(C)C)CC2)cc1C
  -4	-2.1	2	-16	-5	-3	-5	2	1	-7	-8
- Cn1c(OCc2cccnc2)nc2c1c(=O)n(Cc1ccc(F)cc1)c(=O)n2C
  -4	0.2	1	25	42	13	33	0	7	16	5
- Cc1ccc(C(=O)N2CCN(c3cc4c(cc3[N+](=O)[O-])n(C)c(=O)n4C)CC2)cc1
  -5	-0.2	-3	10	-9	19	24	-7	-13	1	3
- Cc1cc(C)cc(OCC(=O)N2CCCCCC2)c1
  -10	2.8	2	-17	14	7	-3	-7	-3	-5	-7
- CC(=O)c1ccc(N2CCN(C(=S)Nc3cc(C)ccc3C)CC2)cc1
  -19	-0.9	-1	4	-8	6	-1	-6	-9	8	9
- COc1cc(CN2CCCC(C(=O)c3ccc(C(C)(C)C)cc3)C2)cc(OC)c1O (stereo not given)
  -11	-0.5	-2	-21	-19	0	18	0	0	-5	0
- CC1CC(C)CN(S(=O)(=O)c2ccc(Oc3ccc([N+](=O)[O-])cc3)cc2)C1 (stereo not given)
  -16	-1.1	0	17	30	7	37	14	25	4	1
- Cc1nc2ccccc2c(=O)n1NC(=O)c1ccc([N+](=O)[O-])cc1
  -1	1.9	4	16	20	14	-1	0	-3	13	1
- CCNC(=O)N(CCOC)CC1CCCN(C2Cc3ccccc3C2)C1 (stereo not given)
  2	-0.4	-1	21	7	5	7	0	-4	8	0
- O=C(NCc1cccc(OC(F)(F)F)c1)c1cccc2c1C(=O)c1ccc(-c3ccc(F)cc3OCc3ccccc3)cc1S2(=O)=O
  2	-2.4	.	-9	3	-10	-38	-1	-15	-8	-20
- O=C(COC(=O)/C=C/c1cccc(F)c1)NC1CCCCCC1
  -31	-3.1	.	17	-5	-6	3	-4	-2	3	-4
- Cc1ccc(NC(=O)/C(Cl)=C/c2ccccc2)cc1C
  -131	-1.4	-5	-203	-186	-16	-37	2	20	-14	-20
- CCc1ccc(NC(=S)Nc2ccc3cn[nH]c3c2)cc1
  -33	-0.8	-1	-92	-117	-18	-17	6	-2	0	-15
- O=C(Nc1ccccc1)c1cc(S(=O)(=O)N2CCOCC2)cs1
  -7	0.9	2	0	17	1	41	-10	1	2	-11
- COc1ccc(C(=O)N2CCCC(c3nc(-c4ccc(C)o4)no3)C2)cc1OC (stereo not given)
  -19	-0.2	-2	-9	-2	2	-17	2	-3	-1	2
- CCOC(=O)C1=C(C)N=c2s/c(=C\c3ccc(OCC(=O)O)c(OC)c3)c(=O)n2C1c1ccc(OC)cc1 (stereo not given)
  -3	-0.2	-3	18	11	0	-46	3	-5	3	4
- COCCN(C(=O)CCc1ccc(OC)cc1)c1nnc(-c2ccncc2)s1
  -18	-0.2	0	24	16	4	6	-1	-3	-8	0
- CC(=O)c1cccc(NC(=O)C(Sc2ncnc3ccccc23)c2ccccc2)c1 (stereo not given)
  -36	2.1	-3	-13	-48	5	-17	-12	-4	6	1
- CCC(C(=O)NC1CCCCC1)N(C(=O)c1snc(C(N)=O)c1N)c1ccc(OC)cc1OC (stereo not given)
  -17	-0.3	-4	10	28	4	13	-4	-6	15	-5

# Remaining list, next part:
# Results follow in this order: NR2E3 ag-1	hiPSC survival	NR2E3 ag-2	HIF-2a block	Peg3 promoter	TRPM1 prom inh	Shn3 inh set2	KKLEB tox	TRAIL sens C8	CF NFkB block	LMP1 NFkB inh
- O=C(CSc1cn(CCNC(=O)c2cccs2)c2ccccc12)NC1CCCC1
  7	3.1	2	13	12	-10	20	10	1	30	-3
- C[N+]1(CCOS(=O)C23CC4CC(CC(C4)C2)C3)CCOCC1 (stereo not given)
  0	-2.0	4	3	-10	-10	16	6	-1	-4	0
- COc1ccc(NC(=O)C2Cc3c(-c4cccc(C(N)=O)c4)ccnc3O2)cn1 (stereo not given)
  -41	-3.2	.	21	21	.	17	-12	5	11	.
- CCCCC(=O)OCC(=O)Nc1ccc(C)c(F)c1
  17	-1.0	-3	11	-6	-8	15	1	-2	2	7
- CCN1C(=O)CC(NCc2ccc3c(c2)OCO3)C1=O (stereo not given)
  -18	-0.9	-1	2	8	-9	-20	-2	3	11	-4
- CCCc1ncc(CN2CCCC(C(=O)Nc3ccc(-c4cccc(OC)c4)cc3)C2)cn1 (stereo not given)
  -45	-0.3	-2	-37	-18	0	1	-12	7	-7	7
- Cc1cc(C)nc(N2CCC(CNC(=O)CCc3ccccc3)CC2)n1
  -28	1.6	-2	3	3	5	1	-6	-12	16	3
- Cc1ccc(C)c(S(=O)(=O)N2CCC(c3nc4c(nnn4Cc4ccc(F)cc4)c(=O)[nH]3)CC2)c1
  3	-0.7	1	21	32	2	1	-6	-6	6	-9
- COc1ccc(-c2ccc(=O)[nH]n2)cc1
  12	-1.5	3	14	21	5	-38	10	8	-13	15
- COCCNc1nc(NCCN2CCNC2=O)c2sc(-c3ccccc3)cc2n1
  -15	-0.4	.	-36	-2	.	8	-2	7	-16	.
- CCOc1ccccc1C(=O)Nc1ccccc1O
  5	-0.2	3	-26	-15	0	-18	6	-19	-42	-3
- CCC(C)[C@H](NC(=O)NCc1ccc(OC)c(OC)c1)C(=O)O (stereo not given in full)
  -23	-0.2	1	4	7	-5	5	-1	12	-5	-12
- CC(=O)c1ccc(Nc2cnn(C34CC5CC(CC(CC(=O)O)(C5)C3)C4)c(=O)c2Cl)cc1
  -8	2.1	4	8	-2	-1	-1	6	2	0	-1
- CCOC(=O)CNC(=O)Cc1ccc(OC)cc1
  -37	-0.8	1	9	5	0	-20	8	-5	-1	-4
- CN(C)/C=C/C(=O)c1ccc(S(=O)(=O)c2ccccc2)cc1
  -1	-1.0	5	-3	30	8	-6	11	2	6	7
- CC(C)C(c1nnnn1CC1CCCO1)N1CCN(Cc2ccc3c(c2)OCO3)CC1 (stereo not given)
  -25	-2.3	-2	13	8	-8	-6	-9	-5	3	12
- Cc1csc(N(C(=O)Cc2ccccc2F)c2ccccc2)n1
  -2	1.5	-1	10	8	2	11	5	2	2	-1
- CCOc1cccc(NC(=O)/C(C#N)=C\c2cn(CC(=O)O)c3ccccc23)c1
  4	-0.9	0	24	15	0	-3	0	-4	1	6
- Cc1ccc(CNC(=O)C(=O)NCC2OCCN2S(=O)(=O)c2ccc(Br)cc2)cc1 (stereo not given)
  8	-0.1	1	11	22	24	26	-15	-11	-22	5
- O=S1(=O)C=C[C@H](COCc2ccccc2)N1
  -11	0.4	.	13	-12	.	-11	0	2	-5	.
- O=C(Cc1ccccc1[N+](=O)[O-])Nc1ccccc1C(=O)N1CCOCC1
  -19	-1.7	1	14	14	2	10	5	-4	-5	5
- COc1ccc(-c2cc(C(=O)NCC(C)C)no2)cc1
  -110	4.6	0	-271	-259	-80	-43	8	23	8	4
- COc1cc2c(cc1OC)C(c1ccccc1Br)NC(=O)C2 (stereo not given)
  -13	0.0	0	5	5	-27	-3	3	-3	-4	1
- CCN(CC(=O)NCc1cccs1)CC(=O)Nc1cccc(S(N)(=O)=O)c1
  -19	-2.6	2	3	-2	-4	-5	5	-25	-19	1
- O=C(C[n+]1cn(C(F)F)c2ccccc21)c1ccc(OC(F)F)cc1
  -63	-0.6	6	-221	-66	-14	-18	17	-4	-4	-1
- Cc1ccc(CONS(=O)(=O)c2cc(C)ccc2C)cc1
  -2	3.8	-2	14	8	-10	-7	7	14	10	-3
- CCOC(=O)c1c(C)nc2c(C#N)cnn2c1C
  -17	-3.8	2	14	-10	-3	6	3	-9	12	2
- COc1cc(C2C(C(C)=O)=C(O)C(=O)N2c2ccc(C)cc2)ccc1O (stereo not given)
  -27	-0.6	1	5	5	8	-8	6	1	3	3
- COc1ccc(C(C(=O)NCC2CCCO2)N(C(=O)Cn2nnc3ccccc32)c2ccc(NC(C)=O)cc2)c(OC)c1 (stereo not given)
  -27	-0.4	-1	6	1	0	7	5	-8	-2	-8
- Cc1cccc(N(CC(O)CON=C2c3ccccc3-c3ccccc32)S(C)(=O)=O)c1 (stereo not given)
  5	-0.5	2	26	26	-3	7	2	2	-9	-15

# An excerpt of these results, as tab-separated lines.
SMILES	NR2E3 ag-1	hiPSC survival	NR2E3 ag-2	HIF-2a block	Peg3 promoter	TRPM1 prom inh	Shn3 inh set2	KKLEB tox	TRAIL sens C8	CF NFkB block	LMP1 NFkB inh
COCCNc1nc(NCCN2CCNC2=O)c2sc(-c3ccccc3)cc2n1	-15	-0.4	.	-36	-2	.	8	-2	7	-16	.
CCOc1ccccc1C(=O)Nc1ccccc1O	5	-0.2	3	-26	-15	0	-18	6	-19	-42	-3
